Screens from PubChem.
CD11b adhes inh – inhibitors of CD11b/CD18 adhesion to fibrinogen, primary screen, K562 cells, luminescence; Integrin beta-2 (Homo sapiens) + Integrin alpha-M (Homo sapiens), P05107+P11215; ATPlite luminescence; Mn2+ added to activate the integrin; inhibition, % at 10 µM; actives 0.54% (n = 93,000); AID 1497, 2009;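 active = primary inhibition of 50% or more at 10 µM, then 40% or more on retest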; also: some results filed as inactive read as strong as hits
Target sequence (P05107 whole entry, looked up, other chains not shown): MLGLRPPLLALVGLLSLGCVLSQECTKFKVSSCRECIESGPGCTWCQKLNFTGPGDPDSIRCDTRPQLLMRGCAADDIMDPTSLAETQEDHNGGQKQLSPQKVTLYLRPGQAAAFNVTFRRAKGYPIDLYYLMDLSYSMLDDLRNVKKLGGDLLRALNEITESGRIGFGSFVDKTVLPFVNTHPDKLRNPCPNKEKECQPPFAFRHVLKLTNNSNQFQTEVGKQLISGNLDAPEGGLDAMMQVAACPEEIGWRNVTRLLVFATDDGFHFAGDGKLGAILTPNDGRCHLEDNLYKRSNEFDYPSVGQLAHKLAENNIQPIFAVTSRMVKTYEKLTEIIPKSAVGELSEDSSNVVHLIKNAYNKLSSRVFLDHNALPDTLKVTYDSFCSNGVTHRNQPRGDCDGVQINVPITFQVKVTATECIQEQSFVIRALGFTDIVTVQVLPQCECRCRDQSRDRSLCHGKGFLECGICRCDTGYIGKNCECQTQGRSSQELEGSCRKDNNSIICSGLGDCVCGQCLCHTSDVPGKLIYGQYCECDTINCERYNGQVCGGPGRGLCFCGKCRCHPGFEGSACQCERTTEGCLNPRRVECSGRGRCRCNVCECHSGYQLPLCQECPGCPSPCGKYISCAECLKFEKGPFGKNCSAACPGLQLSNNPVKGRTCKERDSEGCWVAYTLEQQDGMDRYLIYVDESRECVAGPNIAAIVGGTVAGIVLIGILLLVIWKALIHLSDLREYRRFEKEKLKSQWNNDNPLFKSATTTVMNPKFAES
Ecoli WT expand – growth inhibitors of wild-type E. coli, primary screen, strain BW25113, expanded library, OD600; OD600 absorbance; growth inhibition, % at 100 µM; actives 0.15% (n = 98,000); AID 710, 2007;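 active = growth inhibition above about 50% at one test dose, limit read from the data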;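 also: growth measured after 20 h incubation at 37 °C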
MT1-MMP txn act – MT1-MMP promoter reporter activation – cell-based, luciferase luminescence, primary screen; HT1080 MT1-MMP promoter luciferase reporter, overnight; stronger effect = higher value; activation factor at 10 µM; actives 0.16% (n = 86,000); AID 750, 2007;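 active = activation factor of at least 2 for MT1-MMP transcription at 10 µM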
CD11b adhes enh – enhancers of CD11b/CD18 adhesion to fibrinogen, primary screen, K562 cells, luminescence; actives 0.07% (n = 93,000); ATPlite luminescence; activation, % at 10 µM;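 active = 10 µM primary screen giving 50% or more activity, confirmed by 40% or more on retest at that dose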; also: strong numbers were not always called active; reference of the scale not given here
FAK blocker – FAK kinase inhibitors, primary screen, biochemical. inhibition, %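 (tested at 7 µM)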. Focal adhesion kinase 1 (Homo sapiens), Q05397. actives 0.84% (n = 97,000). biochemical FAK kinase activity assay; in the data active = inhibition above about 19%;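 also: 0% = DMSO and 100% = reference compound high control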
ERb SRC1 inh – inhibitors of ERβ-SRC1 coactivator interaction, primary screen, biochemical, TR-FRET, ERβ LBD, SRC-1 peptide; Estrogen receptor beta (Homo sapiens), Q92731; TR-FRET ER-beta LBD / SRC1-Cy5 peptide binding; receptor agonist-loaded with 1 µM estradiol; inhibition, % at 25.6 µM; actives 1.3% (n = 86,000); AID 633, 2007;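 active = compounds whose percent inhibition of the receptor-coactivator binding signal exceeds about 50% in the single-dose screen, limit read from the data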;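 also: 0% = receptor plus peptide wells without compound and 100% = peptide-only wells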
PLAP act – PLAP enzyme activators, biochemical, luminescence, HTS | actives 1.2% (n = 96,000) | Alkaline phosphatase, placental type (Homo sapiens), P05187 | activation fold at 20 µM | purified PLAP enzyme, luminescent substrate read-out; stronger effect = higher value | AID 696, 2007; in the data active = activation fold above about 2
ERa coact pot – enhancers of ERα–SRC-1 coactivator binding, primary screen, biochemical, TR-FRET, ERα LBD, low estradiol; actives 1.3% (n = 86,000); coactivator binding (% of control), % at 25.6 µM; Estrogen receptor (Homo sapiens), P03372; TR-FRET ERalpha-LBD/SRC-Cy5 coactivator binding, 2 h; 100 = basal binding, no effect; in the data active = activity above about 200%;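 also: binding measured in presence of low estradiol as agonist stimulus; 0% = peptide alone without receptor and 100% = receptor with peptide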
ERa SRC1 inh – ERα–SRC-1 coactivator interaction inhibitors, primary screen, biochemical, TR-FRET, ERα LBD, estradiol-bound. TR-FRET ER-alpha LBD / SRC-1 peptide. inhibition, % at 25.6 µM. actives 1.7% (n = 86,000). AID 629, 2007; in the data active = inhibition above about 50%;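 also: 0% = receptor plus peptide control and 100% = peptide only without receptor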
The depositor's hits bear a star; nt = not tested or not shown; [ ] = another dose, or the depositor's remark.

SMILES	CD11b adhes inh	Ecoli WT expand	MT1-MMP txn act	CD11b adhes enh	FAK blocker	ERb SRC1 inh	PLAP act	ERa coact pot	ERa SRC1 inh
Cc1nnc(NC(=O)c2cccc(S(=O)(=O)N3CCOCC3)c2)s1	8	1	1.2	-7	0	5[fluorescence artefact?]	1.3	69[fluorescence artefact?]	5
COc1ccccc1-n1cnnc1SCC(=O)NCc1cccs1	23	-3	1.3	2	0	-6	0.7	105	-3
COc1cc2[nH]c(=O)n(CCCC(=O)N3CC=C(c4ccccc4)CC3)c(=O)c2cc1OC	-25	-2	0.9	5	nt	10[fluorescence artefact?]	1.3	92	3[fluorescence artefact?]
C/C(=N\OCC(=O)N/N=C/c1ccccc1O)c1cccs1	8	8	1.2	0	-1	24	1.7	99	-1
O=C(CCn1c(=O)[nH]c2ccsc2c1=O)N1CCN(Cc2ccc3c(c2)OCO3)CC1	-36	-1	nt	-1	0	4[fluorescence artefact?]	1	102	6
CCc1ccc(C(C(=O)NC(C)(C)CC)N(Cc2ccco2)C(=O)Cn2nnc3ccccc32)cc1 (stereo unspecified)	nt	nt	1.1	nt	0	-5	nt	89	-5
COC(=O)c1c(C)n(-c2ccccc2)c2ccc(O)cc12	nt	3	1.1	nt	4	49[fluorescence artefact?]	1	88[fluorescence artefact?]	33[fluorescence artefact?]
COc1ccccc1OCCCOc1ccc([N+](=O)[O-])cc1Cl	4	8	nt	5	4	nt	1	nt	nt
CC12CC(NC(=O)N1c1cccc(C(=O)N3CCN(c4ccccc4F)CC3)c1)c1ccccc1O2 (stereo unspecified)	3	6	nt	2	-1	31[fluorescence artefact?]	0.9	82	-2
COc1ccc(CNC(=O)CN2C(=O)C3CCCN3c3ncc(Cl)cc32)cc1 (stereo unspecified)	-2	2	1.2	-2	-1	-7	1.6	137	-3
CCn1c(SCc2ccc(C(=O)Nc3cc(C)cc(C)c3)cc2)nnc1-c1ccncc1	16	-3	nt	1	3	nt	1.3	nt	nt
COc1ccc(-c2nnc(SCc3cc(C)ccc3C)n2N)cc1	nt	4	1.3	nt	-2	-7	0.9	74	3
O=C(CCN1CCCC1)Nc1cccc(Br)c1	-16	4	1.1	-4	-1	-3[fluorescence artefact?]	1.1	110	2[fluorescence artefact?]
Cc1ccccc1-n1nc(-c2ccc(N)cc2)cc1N	-36	8	1.1	4	-2	nt	1	nt	nt
O=S(=O)(c1cccs1)N1CCN(c2ncccn2)CC1	nt	-5	1.2	nt	3	-5	nt	102	2
CC(C)[C@H](N)c1nnc(SCc2ccc(Cl)cc2)o1	-19	2	1.1	0	0	-3	0.9	115	-3
O=C(Nc1cc(=O)[nH]c2ncnn12)c1ccccc1	-7	-10	nt	-2	-1	nt	1	nt	nt
Fc1ccc(-n2[nH]nnc2=S)cc1N1CCCC1	13	-3	1.2	-1	-5	-5[fluorescence artefact?]	1	105	-35[fluorescence artefact?]
CC1=CCC(C(=O)N/N=C/c2cccs2)C(c2ccc(F)cc2)C1 (stereo unspecified)	nt	-3	1.1	nt	-6	-10	1	91	9
COc1ccc(S(=O)(=O)n2cnc3cc(C)c(C)cc32)cc1C	26	-1	1.2	2	1	-12	1.3	80[fluorescence artefact?]	-2
O=C(N/N=C1/C(=O)c2cccc3cccc1c23)c1ccc(Cl)cc1	35	-5	nt	20	92*	nt	1.6	nt	nt
C=CCn1c(-c2ccccc2)nc(=S)c2c1CC(C)(C)OC2	-1	2	1.2	3	3	-8	0.9	96[fluorescence artefact?]	-2
CC(=O)c1c(N2CCN(c3cccc(Cl)c3)CC2)nc(=S)n(-c2ccccc2)c1C	-1	-8	1.1	-3	-4	-15	0.9	121	-14
COc1ccc(-c2ccnc3nc(Sc4ncc(C(F)(F)F)cc4Cl)nn23)cc1	8	-12	nt	0	2	nt	1.2	nt	nt
COc1ccc(N2CCN(C(=O)CN=C3NS(=O)(=O)C(c4ccc(C)cc4)=C3C)CC2)cc1	28	3	1.1	2	nt	nt	1.4	nt	nt

New compounds follow:
SMILES	CD11b adhes inh	Ecoli WT expand	MT1-MMP txn act	CD11b adhes enh	FAK blocker	ERb SRC1 inh	PLAP act	ERa coact pot	ERa SRC1 inh
O=C(CSc1nnc(-c2ccc(OC(F)F)cc2)o1)NCc1cccs1	-3	-6	1.1	-4	-1	-7	0.9	104	3
CCNC(=O)COc1ccc(Br)cc1Cl	-47	3	1.2	0	-1	3[fluorescence artefact?]	0.8	108	-4
CCNC(=O)C(=O)NCCc1ccc(Cl)cc1	-1	1	1.1	1	-2	-8	1	129	-1
O=C(CSc1nnc(-c2cccs2)o1)NCC1CN(Cc2ccccc2)CCO1 (stereo unspecified)	-14	1	1	-3	0	9	1.3	102	4[fluorescence artefact?]
CC(C)(C)OC(=O)NCCc1nnc(SCC(=O)Nc2cccc(Cl)c2)o1	-2	-9	1.1	0	-2	-26	1	110	-2
CCOC(=O)C1=C(c2ccccc2)O/C(=C(\C(=O)OC)C(F)(F)F)S1	8	-8	1.2	5	-3	9[fluorescence artefact?]	1.2	270*[fluorescence artefact?]	8[fluorescence artefact?]
O=C(c1ccc(Br)cc1)c1cc(-c2ccccn2)c(N2CCOCC2)s1	-5	2	nt	1	2	nt	1	nt	nt
CCOC(=O)c1c(N)sc2c1CCC1C(=O)N(C3CCCCC3)C(=O)C21 (stereo unspecified)	2	1	1	8	5	-13	1.5	142[fluorescence artefact?]	-2
NCCc1nnc(SCc2ccccc2)o1	-9	-2	1	0	-2	-4	0.9	115	0
O=C(Nc1nc(-c2ccco2)cs1)c1ccccc1	5	7	1.7	-2	-2	14[fluorescence artefact?]	0.9	32[fluorescence artefact?]	6
CCN(c1ccccc1)c1nc2ccsc2c(=O)s1	0	0	1.3	17	0	16	1	138	5
O=C(COC(=O)C12CC3CC(CC(C3)C1)C2)N1CCN(S(=O)(=O)c2ccccc2)CC1	-1	-4	1.1	2	-3	-6	0.9	101[fluorescence artefact?]	1
COc1cccc(OCC(O)CN(CCO)Cc2ccccc2)c1 (stereo unspecified)	-5	-2	1	-2	6	nt	1.1	nt	nt
COc1ccc2c(c1)CC/C(=C\c1ccc(OC)c(Cn3cccn3)c1)C2=O	20	-26	1.2	10	0	5	1.5	113	7
c1ccc2c3c([nH]c2c1)-c1[nH]ncc1CC3	-8	30	1.6	0	42*	1	1.4	110	-14[fluorescence artefact?]
CN1C(=O)CSc2ccc(NC(=O)Nc3ccccn3)cc21	-19	-11	1.2	9	12	8	0.7	103	11
O=C(NCCCN1CCOCC1)c1cc2cc(Cl)cc(Cl)c2oc1=O	nt	nt	1.1	nt	2	-2	nt	109	-59
O=C1CC(c2cccs2)c2cc3c(cc2N1)OCO3 (stereo unspecified)	nt	8	1.2	nt	4	38	1	57[fluorescence artefact?]	39
O=C(Nc1ccccc1F)C1C2C=CC3(O2)C1C(=O)N(c1cccnc1)C3C(=O)NC1CCCCC1 (stereo unspecified)	-3	2	1	1	-1	0[fluorescence artefact?]	0.9	134	3[fluorescence artefact?]
O=c1cc(O)n(-c2ccccc2)c(=S)[nH]1	nt	nt	1.1	nt	-1	-13	nt	95	-26
N#CC1=C(S)N(c2ccccc2)C(c2cccs2)NC1=O (stereo unspecified)	-3	-2	nt	-8	1	nt	1	nt	nt
Cc1noc(C)c1COC(=O)CCOc1ccccc1	-2	0	1	-2	-5	-7	1.2	138	-9
O=S(=O)(c1ccc2c(c1)OCCCO2)N1CCNCC1	-6	8	1.1	4	5	nt	0.9	nt	nt
Cc1ccccc1C(=O)Nc1nc(=S)ss1	100*	21	nt	-11	6	nt	1	nt	nt
COc1ccc(-c2nnc3sc(CN4C(=O)c5ccccc5C4=O)nn23)cc1	6	nt	1.1	-4	nt	8	1	227*	16

Later entries.
SMILES	CD11b adhes inh	Ecoli WT expand	MT1-MMP txn act	CD11b adhes enh	FAK blocker	ERb SRC1 inh	PLAP act	ERa coact pot	ERa SRC1 inh
CCCC(=O)c1c(NC(C)C)cc(C)oc1=O	6	-3	1	2	nt	-2	1.2	110[fluorescence artefact?]	2
Cc1ccc(C(=O)N2CCN(c3ccccc3)CC2)cc1C	14	-1	1.2	1	nt	-4	1.2	88	-5
CN(CC(=O)Nc1cccc2c1CCCC2)S(=O)(=O)c1ccc(Br)cc1	-15	-2	nt	10	0	nt	1	nt	nt
O=C(O)CCn1c(SCc2ccccc2)nc2ccccc21	-9	0	1.3	0	-2	8	1.1	71	17
O=C(CC(C(=O)O)N1CCOCC1)Nc1ccc(Cl)cc1 (stereo unspecified)	5	-3	1	2	-6	-8	1	116	-11
CCOc1ccc(OCCSc2nc3ccccc3[nH]2)cc1	nt	nt	1.2	nt	-2	16	nt	83	28
CCOc1cccc(N2C(=O)CC(N(CCc3ccc(OC)c(OC)c3)C(=O)CC)C2=O)c1 (stereo unspecified)	5	-6	1.2	-1	0	-11	1.4	108	-3
COc1ccc(OC)c(N=C2C(=O)Nc3ccccc32)c1	4	3	1.3	-1	-9	34	1	98	17
O=C(O)c1cc(Cl)c(Cl)cc1C(=O)N1CCCC1	-11	1	1.2	-2	nt	-4	1	102	-1
COc1ccc(N(CN2C(=O)c3ccccc3C2=O)C(=O)C(C)C)cc1	3	-5	1.1	-3	1	6	1.1	94	11
Cc1ccc(OCCNC(=O)Cn2cnc3c(=O)n(C)c(=O)n(C)c32)cc1C	nt	nt	1	nt	-2	-22	nt	100	-12
CC12C(=O)N(c3cccc4cccnc34)C(=O)C1C1C=CC2C1 (stereo unspecified)	3	1	1.1	-4	-1	-4[fluorescence artefact?]	1.1	107	8
CCOc1ccccc1NC(=O)CCn1c(=O)oc2ccccc21	nt	-6	1	nt	-2	-27	0.8	108[fluorescence artefact?]	-23
O=C(O)C1C2C=CC(C2)C1C(=O)Nc1ccc(C(=O)N2CCCCC2)c(Cl)c1 (stereo unspecified)	3	1	1.1	-5	-2	-8	1.1	111[fluorescence artefact?]	-11
CC1(C)Cc2cccc(OCC(O)CNCc3ccccn3)c2O1 (stereo unspecified)	-11	7	1	-2	0	nt	1.2	nt	nt
CCC1(C)Cc2ccccc2C(Nc2c(C)n(C)n(-c3ccccc3)c2=O)=N1 (stereo unspecified)	-26	-6	0.9	0	-1	-3	1.6	102	4
O=[N+]([O-])c1cc(/C=N\Nc2nccs2)ccc1O	-14	0	1.1	45	91*	100*[fluorescence artefact?]	1	2[fluorescence artefact?]	100*[fluorescence artefact?]
CCCNC(=O)NC(=O)CSc1nnc(C)n1N	1	-1	1	-4	-1	-2	0.9	96	-2
COc1ccc(OC)c(S(=O)(=O)NCCO)c1	-3	3	1.1	1	-1	-9	1.1	98	0
O=S(=O)(NCC1CCCO1)c1cc(Br)c(Br)s1 (stereo unspecified)	0	6	0.9	-2	nt	nt	0.9	nt	nt
Cc1ccc(S(=O)(=O)N2CCN(c3ccc4nnc(-c5ccccc5)n4n3)CC2)cc1	6	1	nt	9	-2	nt	1.5	nt	nt
Cc1ccc(CNC(=O)c2cc3c(=O)n(C)c4ccccc4c3n2C)cc1	-4	-7	nt	33	-23	42[fluorescence artefact?]	0.5	291*[fluorescence artefact?]	39[fluorescence artefact?]
CC1CCCC(C)N1CCNC(=O)Nc1ccc(Cl)cc1 (stereo unspecified)	-3	5	1.5	-3	2	-4	1.1	95	-7

Three compounds already listed, ordered by count of non-hydrogen atoms, highest first.
SMILES	CD11b adhes inh	Ecoli WT expand	MT1-MMP txn act	CD11b adhes enh	FAK blocker	ERb SRC1 inh	PLAP act	ERa coact pot	ERa SRC1 inh
COc1ccc(N(CN2C(=O)c3ccccc3C2=O)C(=O)C(C)C)cc1	3	-5	1.1	-3	1	6	1.1	94	11
CC12C(=O)N(c3cccc4cccnc34)C(=O)C1C1C=CC2C1 (stereo unspecified)	3	1	1.1	-4	-1	-4[fluorescence artefact?]	1.1	107	8
O=C(O)c1cc(Cl)c(Cl)cc1C(=O)N1CCCC1	-11	1	1.2	-2	nt	-4	1	102	-1

Hits appear at their usual frequency; about 5.1% have a hit in one of these screens.
